Screening results (PubChem BioAssay)
APOBEC3G inh = blocks human APOBEC3G single-stranded DNA deamination. recombinant A3G, ssDNA deamination FAM/TAMRA fluorescence. inhibition, % at 20 µM. 330,000 compounds, 0.28% hits. AID 493012;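 active = inhibition of at least 40% at 20 µM, with no more than 30% in the related APOBEC3A deaminase screen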;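 note: plate controls were DMSO wells with A3G for no effect and wells lacking A3G enzyme for full effect; some compounds called inactive have numbers as strong as hits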
hIAP activ = human IAP activation; P09923; purified human IAP, CDP-Star luminescence, 30 min; hits give high values; 1 = vehicle-only enzyme, 0 = enzyme-free background; activation factor at 10 µM; 330,000 compounds, 0.16% hits;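 active = activation factor of the enzyme at least 2-fold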; note: the source names both 10 and 20 µM as test concentration; values of inactives mirror those of a sister screen read the other way
Target sequence (P09923 whole entry, looked up): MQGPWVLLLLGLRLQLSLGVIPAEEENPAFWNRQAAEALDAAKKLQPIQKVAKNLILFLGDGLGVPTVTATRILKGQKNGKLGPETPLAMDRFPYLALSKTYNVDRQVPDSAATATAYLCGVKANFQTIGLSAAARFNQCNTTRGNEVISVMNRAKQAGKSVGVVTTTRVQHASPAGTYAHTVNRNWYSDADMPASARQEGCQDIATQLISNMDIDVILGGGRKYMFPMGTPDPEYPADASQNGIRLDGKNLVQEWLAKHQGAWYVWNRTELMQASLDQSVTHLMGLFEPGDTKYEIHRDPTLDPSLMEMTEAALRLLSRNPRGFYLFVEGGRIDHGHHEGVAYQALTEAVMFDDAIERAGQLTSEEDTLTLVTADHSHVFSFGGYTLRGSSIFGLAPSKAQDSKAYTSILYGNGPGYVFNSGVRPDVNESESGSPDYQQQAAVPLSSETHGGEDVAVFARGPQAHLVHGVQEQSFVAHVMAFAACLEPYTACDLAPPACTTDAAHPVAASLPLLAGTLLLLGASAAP
mIAP block = blocks mouse intestinal alkaline phosphatase; purified mouse IAP, CDP-Star luminescence, 30 min; AID 2806; 330,000 compounds, 0.2% hits; inhibition, % at 10 µM;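 active = inhibition of at least 40% at 10 µM in the primary screen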;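 note: plate controls were DMSO with enzyme for no effect and no enzyme wells for full effect; values of inactives mirror those of a sister screen read the other way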
hIAP block = human IAP inhibition; P09923; purified IAP, CDP-Star luminescence, 30 min; inhibition, % at 10 µM; 330,000 compounds, 0.12% hits; AID 2544;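 active = inhibition reaching a set limit with compound at 10 µM in the primary screen, cut at about 35% in these data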;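 note: plate controls were DMSO wells with enzyme for no effect and no-enzyme buffer wells for full effect; values of inactives mirror those of a sister screen read the other way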
mIAP act = mouse IAP activation. muIAP, CDP-Star luminescence, 30 min; hits give high values; 1 = vehicle-only enzyme signal, 0 = enzyme-free wells. 330,000 compounds, 0.24% hits. AID 2805. activation factor at 10 µM;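 active = activation factor of at least 2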; note: the source names both 10 and 20 µM as test concentration; values of inactives mirror those of a sister screen read the other way
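Assay system: mouse IAP enzyme; reagent: chemiluminescent substrate CDP-Star; dosing: test compounds delivered from DMSO solution; schedule: 30 min at room temperature; measured by: luminescence from enzymatic CDP-Star hydrolysis; controls: DMSO-only wells and no-enzyme negative control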
APOBEC3A inh = blocks human APOBEC3A ssDNA deamination. 330,000 compounds, 0.41% hits. AID 493011. recombinant A3A, FAM/TAMRA ssDNA deamination fluorescence. inhibition, % at 20 µM;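 active = at least 40% inhibition at 20 µM here, with at most 30% in a related deaminase screen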;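 note: plate controls were A3A with DMSO for no effect and wells lacking A3A enzyme for full effect; some results filed as inactive read as strong as hits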
Target sequence (P31941 whole entry, looked up): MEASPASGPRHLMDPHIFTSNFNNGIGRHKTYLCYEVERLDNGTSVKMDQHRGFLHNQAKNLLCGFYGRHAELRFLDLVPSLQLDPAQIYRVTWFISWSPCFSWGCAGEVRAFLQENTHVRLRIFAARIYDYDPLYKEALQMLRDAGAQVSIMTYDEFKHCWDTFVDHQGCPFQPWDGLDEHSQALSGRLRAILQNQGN
beta cell repl = induces beta-cell replication in MIN6 cells; MIN6 cells proliferation, ATPlite luminescence, 48 h; cells starved in 0.2% serum; 100% = growth in 10% serum; proliferation, % at 10 µM; 330,000 compounds, 0.29% hits;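 active = compounds whose signal lies at least 3.5 SD above the mean of all wells on their plate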;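 note: 0% = DMSO-treated cells in low-serum medium and 100% = 10% serum control; some compounds called inactive have numbers as strong as hits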
SENP1 FRET inh = inhibitors of human SENP1 SUMO protease catalytic domain; Q9P0U3; recombinant SENP1 catalytic domain, CyPet-SUMO1-YPet FRET cleavage; inhibition, % at 10 µM; 360,000 compounds, 0.21% hits;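 active = inhibition at least 30% at 10 µM, raw YFP signal under a set limit, fluorescence ratio 0.5 to 1.5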;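 note: 0% = enzyme with DMSO and 100% = no enzyme wells; some results filed as inactive read as strong as hits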
Target sequence (Q9P0U3 419-644 limits assumed): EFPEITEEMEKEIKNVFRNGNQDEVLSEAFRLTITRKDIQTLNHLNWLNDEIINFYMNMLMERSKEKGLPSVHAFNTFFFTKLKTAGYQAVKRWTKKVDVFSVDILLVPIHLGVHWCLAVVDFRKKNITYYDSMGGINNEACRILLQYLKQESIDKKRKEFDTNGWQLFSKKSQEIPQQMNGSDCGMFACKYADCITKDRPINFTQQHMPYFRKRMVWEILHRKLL
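Test system: recombinant human SENP1 catalytic domain, His6-tagged / Medium: pH 8 Tris buffer with EDTA, NaCl, BME, BSA, NP40, catalase / Also added: SUMO1 FRET substrate flanked by Cypet and Ypet, 25 nM / Times: 50 min reaction at room temperature / Signal: FRET, CFP and YFP emission / Control set: no-enzyme low control and enzyme-plus-DMSO high control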
NALP3 yeast inh = NALP3 inhibition in yeast; inhibition, % at 10 µM; 330,000 compounds, 0.39% hits; Yeast reconstituted NLRP3/ASC/caspase-1, beta-gal luminescence, 24 h; AID 2825;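 active = inhibition of 50% or more; inactive = inhibition below 50%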;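 note: plate controls were induced DMSO wells for no effect and uninduced yeast grown without galactose for full effect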
The depositor's hits bear a star; . = no result given. A portion of the library, so the mix of outcomes need not match the whole.

SMILES	APOBEC3G inh	hIAP activ	mIAP block	hIAP block	mIAP act	APOBEC3A inh	beta cell repl	SENP1 FRET inh	NALP3 yeast inh
COC(=O)c1[nH]c2cccc(C)c2c1NC(=O)CN1CCCc2ccccc21	-2	1.1	-8	-10	1.1	-1	-1	-21	19
CC(=O)C1=C(c2cccc([N+](=O)[O-])c2)N(C(C)=O)n2c(C)nnc2S1	-6	1.1	26	-13	0.74	-5	-6	1	25
CCn1c(=O)c2cc(C(=O)NCCCOC)sc2c2ccccc21	-9	1	-6	-2	1.1	-3	3	0	10
Cc1c(Br)c(=O)[nH]c(=O)n1COCc1ccccc1	0	1.1	-1	-10	1	3	-2	-1	0
Cc1ccc(CCNS(=O)(=O)c2ccc3c(c2)N(C)CCO3)cc1	-6	0.87	-5	13	1	-4	1	1	13
O=C(N/N=C/c1cccc(O)c1)c1ccc(NC(=O)C2CCCCC2)cc1	-7	1.3	-1	-29	1	-4	-4	0	8
O=C(NCC1CC1)c1cccc2c1C(=O)c1ccc(N3CCCC3)cc1S2(=O)=O	-11	0.93	6	7	0.94	-2	-2	-23	22
Cc1nc2ccc(Cc3ccc4nc(C)[nH]c4c3)cc2[nH]1	-7	1.9	-15	-93	1.2	2	-1	1	13
CCn1c(Cc2ccccc2)nnc1SCC(=O)Nc1ccc2c(c1)OCCO2	-2	1.1	0	-8	1	-1	-1	0	-4
CCOc1ccc(C(=O)NCC(=O)NCCCSc2ccccc2)cc1OCC	0	1.2	2	-16	0.98	-5	-3	0	14
c1ccc(-c2nc3c4ccccc4ccn3c2CN2CCOCC2)cc1	-3	1.1	-3	-6	1	1	-1	4	8
Nc1ccc(C(=O)OCC(=O)N2CCc3ccccc3C2)cc1[N+](=O)[O-]	-5	0.88	3	12	0.97	-2	-4	2	15
COc1ccc2c(C)c(C(=O)N3CC[C@@H](N4CCC(O)CC4)[C@H](O)C3)oc2c1	-6	1.1	4	-14	0.96	-5	5	-36	0
O=C(CSc1ncnc2sc3c(c12)CCCC3)N1CCC(c2noc3ccc(F)cc23)CC1	-6	1	2	-2	0.98	1	-5	1	6
O=C1NC(Cc2ccccc2)C(=O)Nc2ccc(Br)cc21 (stereo not given)	-5	1.2	9	-16	0.91	-2	-3	0	20
COc1ccc(-c2cc(C(=O)N3CC4(C)CC3CC(C)(C)C4)no2)cc1 (stereo not given)	0	0.93	8	7	0.92	7	-6	2	22
C/C(=N\NS(=O)(=O)c1cccc([N+](=O)[O-])c1)c1cc2ccccc2o1	-5	0.86	2	14	0.98	-4	2	0	6
CCn1cc([N+](=O)[O-])c(C(=O)Nc2c(C)nn(Cc3c(F)c(F)c(F)c(F)c3F)c2C)n1	0	0.81	12	19	0.88	5	0	1	7
CC(C)(Oc1ccc(Cl)cc1)C(=O)NC1CCN(Cc2ccccc2)CC1	-5	1	-6	-4	1.1	0	-2	-4	24
C=CCOc1ccc2ccccc2c1/C=N/O	-2	1	-5	0	1	0	-1	2	45
CN(C)S(=O)(=O)c1cccc(C(=O)OCC(=O)c2ccc3c(c2)NC(=O)CO3)c1	-2	0.99	7	1	0.93	1	-1	1	17
Cc1ccc(N(C(=O)c2snc(C(N)=O)c2N)C(C(=O)NCC2CCCO2)c2ccc(C)o2)c(C)c1 (stereo not given)	-3	0.92	-6	8	1.1	3	17*	-37	23
CCOC(=O)c1cccc(NC(=O)CSc2nnc(-c3cccnc3)n2CC)c1	1	1	6	-3	0.94	6	-2	2	13
CCc1ccc2c(CC(=O)NNC(=O)c3ccncc3)coc2c1	-2	1.1	0	-9	1	-2	-2	3	10
Cc1ccccc1N1CCN(C(=S)c2ccc(-c3ccc([N+](=O)[O-])cc3)o2)CC1	-5	1.1	18	-14	0.82	-4	-4	8	18
CCCOC(=O)Cc1n[nH]c(=O)[nH]c1=O	-9	1	2	-3	0.98	-7	0	-42	2
O=C(Cc1ccc(Cl)cc1)N/N=C1\CCCc2ccccc21	-2	1.1	0	-10	0.99	3	-1	2	11
Cn1ncc(Cl)c1C(=O)NNC(=O)Nc1cccc2ccccc12	-1	0.97	-4	3	1	-2	-3	2	22
COc1ccc(CNC(=O)/C=C/c2ccc(S(=O)(=O)NCc3ccco3)cc2)cc1OC	-12	1.1	18	-5	0.82	-4	0	-1	3
COc1cc2cc(C(=O)O)n(C)c2c(OC)c1OC	10	0.96	-7	4	1.1	5	-3	-1	0
CC(=O)c1cn(-c2ccc(Cl)cc2)c(=O)n(Cc2ccc(Br)cc2)c1=O	-7	1.1	0	-9	1	-5	-1	0	22
CCOc1ccc(C(CC(=O)O)NC(=O)Cc2ccccc2)cc1OC (stereo not given)	-6	1	1	-4	0.99	-3	-2	3	-12
Cc1[nH][nH]c(=O)c1N=Nc1ccccc1	-2	0.85	8	14	0.92	0	1	4	13
Cc1ccc(-c2nnn(CC(=O)N(CC(=O)NC3CCCC3)c3ccc(F)c(Cl)c3)n2)o1	-6	1.1	-7	-7	1.1	-5	0	2	-23
COc1ccccc1-c1cc(N)n(S(=O)(=O)c2ccc(F)c(C)c2)n1	-6	0.94	-2	6	1	-2	0	0	9
Fc1ccccc1CN1CCCC(NC2CCC2)C1 (stereo not given)	-8	1.2	-2	-17	1	-2	-2	-1	16
COc1ccc(S(=O)(=O)N2CCSCC2)cc1	-3	0.94	-1	6	1	-1	-1	0	13
Cc1cc(C)n(C(N)=NC(=O)c2ccc([N+](=O)[O-])cc2)n1	-7	1	5	-1	0.95	-2	0	1	12
Cc1ccc(NC(=O)c2ccccc2SCC(=O)N2CCCC2)cc1S(=O)(=O)N(C)C	-9	1.2	-1	-16	1	-5	3	1	11
COC(=O)CN1C(=O)CSc2ncccc21	-2	0.94	8	6	0.92	0	2	0	10
COc1ccc([N+](=O)[O-])cc1NC(=O)C(C)OC(=O)Cc1ccc(OC)c(OC)c1 (stereo not given)	-4	1	11	-3	0.89	0	6	2	13
COc1cc(C(=S)N2CCCC2)ccc1O	2	1	-7	-3	1.1	1	-4	0	-18
O=C(Nc1ccc(F)cc1F)NC1CCCc2ccccc21 (stereo not given)	-7	1.1	-23	-8	1.2	-1	-4	1	20
COc1ccc(N(CC(=O)NC2CCCCC2C)S(=O)(=O)c2c(C)nn(C)c2C)cc1 (stereo not given)	2	0.97	-11	3	1.1	1	-1	-1	14
O=C(COCc1ccccc1)N[C@@H]1c2ccccc2CC[C@@H]1OCc1ccccc1	2	.	3	.	0.97	4	.	2	.
CCOC(=O)C1(CCCc2ccccc2)CCN(C2CCN(C(C)=O)CC2)CC1	-4	0.94	11	6	0.89	0	-4	-6	22
CCOC(=O)N1CCN(S(=O)(=O)c2ccc(OCC)c(C)c2)CC1	5	1.1	-6	-14	1.1	-1	1	2	15
Cc1ccnc(NS(=O)(=O)c2ccc(NC(=O)Cc3ccccc3)cc2)n1	-7	1	6	-3	0.94	-5	2	3	4
O=C(Nc1ccc(Cl)cc1)OCc1cn(-c2ccc(Cl)cc2)nn1	-5	0.9	-7	10	1.1	-3	-2	3	32
CCCS(=O)(=O)c1nc(S(=O)(=O)c2ccc(Cl)cc2)c(N2CCC(O)CC2)s1	17	0.83	-2	17	1	-1	3	3	1

Quoted at random: two records from the list
SMILES	APOBEC3G inh	hIAP activ	mIAP block	hIAP block	mIAP act	APOBEC3A inh	beta cell repl	SENP1 FRET inh	NALP3 yeast inh
CCOC(=O)N1CCN(S(=O)(=O)c2ccc(OCC)c(C)c2)CC1	5	1.1	-6	-14	1.1	-1	1	2	15
COc1cc(C(=S)N2CCCC2)ccc1O	2	1	-7	-3	1.1	1	-4	0	-18

Other records follow:
SMILES	APOBEC3G inh	hIAP activ	mIAP block	hIAP block	mIAP act	APOBEC3A inh	beta cell repl	SENP1 FRET inh	NALP3 yeast inh
CN1N=C(C(C)(C)C)CSC1=Nc1ccc(F)cc1	-11	1	-6	-3	1.1	1	-1	1	-12
CC(C)CC(=O)Nc1ccc(C(=O)CN2CCC(C)CC2)cc1	-7	1.1	3	-13	0.97	1	-2	-8	18
Fc1cccc(Cl)c1CSc1nnc2ccccn12	-8	0.99	-7	1	1.1	0	3	1	17
CNC[C@H](Cc1cccc2ccccc12)NC[C@H](CCSC)NCC1CCC(C(C)(C)C)CC1 (stereo not given in full)	-6	0.96	-2	4	1	0	-6	.	28
Cc1ccc(C(=O)OCC(=O)Nc2c(C)n(C)n(-c3ccccc3)c2=O)cc1[N+](=O)[O-]	-6	0.96	1	4	0.99	-4	2	2	6
O=C(Nc1ccc(-c2nc3ncccc3o2)cc1)c1ccc([N+](=O)[O-])o1	-2	1.2	-6	-18	1.1	0	-4	0	-12
Cc1nnsc1C(=O)NC1CCCc2c1cnn2-c1ccc(C(C)(C)C)cc1 (stereo not given)	-8	0.91	4	9	0.96	-2	-6	2	1
Cc1ccc(C(=O)NCc2ccc3c(c2)OCO3)cc1Cl	-3	1.1	-4	-5	1	-7	-3	1	20
Cn1c(=O)cc(OCCCC(=O)N2CCN(Cc3ccc4c(c3)OCO4)CC2)c2ccccc21	-5	1.5	-7	-47	1.1	-1	0	1	5
Cc1cc(C)cc(NS(=O)(=O)c2c(C(=O)N3CCCCCC3)c(C)n(C)c2C)c1	17	1.2	-10	-21	1.1	4	1	4	9
CC(=O)Nc1ccc(N/C=C/C(=O)c2ccccc2)cc1	-4	0.93	0	7	1	-3	3	-35	2
COc1ccc(NC(=O)Cn2c(=O)n(CC(=O)NCc3ccco3)c(=O)c3ccccc32)cc1OC	-1	1	12	-3	0.88	1	-2	0	-12
CC(C)CNC(=O)CCCSc1nc2ccccc2[nH]1	-8	0.98	1	2	0.99	0	0	0	24
COc1cccc(CNc2ccc3c(c2)nc(C)n3C)c1OC	6	1.3	-3	-31	1	2	-4	2	11
Cc1cc(C)nc(NC(=O)c2ccc(Cl)c(Cl)c2)n1	-5	0.82	4	18	0.96	-3	-2	1	25
CC(=O)NC(=S)Nc1ccc([N+](=O)[O-])cc1C	-12	0.93	10	7	0.9	-4	0	2	16
Cc1ccc(S(=O)(=O)NCC(=O)OC(C)C(=O)Nc2ncc(Cl)cc2Cl)cc1 (stereo not given)	-4	0.78	0	22	0.99	1	0	0	5
O=C(COC(=O)c1c[nH]c(=O)[nH]c1=O)Nc1ccccc1	-1	1	-4	-4	1	0	0	0	0
CCCNC(=O)Cc1c(C)oc2ccccc12	-8	0.98	-2	2	1	-1	-2	1	19
CC(C)CNc1nc(Oc2ccc(=O)n(C)n2)nc(N2CCOCC2)n1	-5	1.2	-2	-18	1	-4	-2	0	6
CC(C)c1nnc2n1N=C(c1ccc(Cl)cc1)CS2	-9	0.91	2	9	0.98	-4	3	2	15
COc1ccc(Cl)cc1S(=O)(=O)NC(C)C(=O)NCc1cccnc1 (stereo not given)	-7	1	-6	-2	1.1	-4	2	2	7
CCCN1C(=O)/C(=C/c2ccc(C)s2)SC1=Nc1ccc(OC)cc1	-6	0.8	4	20	0.96	-4	1	-5	18
Cc1c(C(=O)N(CCC#N)c2ccccc2)sc2nc3n(c(=O)c12)CCCC3	-6	0.83	5	17	0.95	-3	2	0	9
CCOC(=O)c1c(C(C)(C)C)oc2ccc(O)cc12	-3	0.9	3	10	0.97	1	4	-2	-1
